TR SRC2 fluor cs – Total Fluorescence Counterscreen for Inhibitors of the Interaction of Thyroid Hormone Receptor and Steroid Receptor Coregulator 2; 280,000 compounds, 0.29% hits; TRb/SRC2 Texas Red total fluorescence interference; Potency, µM (highest dose often 106 µM), for inactives: at the highest dose fluorescence change, negative = quenching; AID 1479, 2009; active = well fitted curve in either direction with a large enough effect; inconclusive = small, poorly fitted or top-dose-only effect
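Human TRb ligand-binding domain at 0.6 uM with 20 nM Texas Red SRC2 peptide in Tris buffer containing 1 uM T3 and 5% DMSO, incubated with compound 5 h at ambient temperature. Total fluorescence (555/632 nm) calculated as parallel + 2 × perpendicular.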
GAA glycogen – qHTS Assay for Inhibitors and Activators of Human alpha-Glucosidase Cleavage of Glycogen. Potency, µM (doses to about 76.4 µM), for the others: at the top dose activity change, negative = inhibition, hits mostly inhibitors. recombinant GAA, glycogen substrate, Amplex Red glucose oxidase fluorescence. AID 2100, 2009. 300,000 compounds, 0.38% hits;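 note: 0% = full enzyme reaction and -100% = no-enzyme basal signal; the screen sought inhibitors and activators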
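Natural-substrate format: glycogen cleavage by 4 nM human enzyme, glucose read by Amplex Red coupling (Ex 573, Em 610 nm). Normalized to enzyme and no-enzyme controls.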
TRb-SRC2 inh – qHTS for Inhibitors of the Interaction of Thyroid Hormone Receptor and Steroid Receptor Coregulator 2 | TRbeta-SRC2 peptide binding, fluorescence polarization; receptor liganded with 1 µM T3 | AID 1469, 2008 | 280,000 compounds, 0.065% hits | Potency, µM (highest dose often 106 µM), without a hit: at the highest dose activity change, negative = inhibition, hits mostly inhibitors;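 note: plate controls were bound peptide for no effect and peptide without receptor for full effect; nearly all actives have a fitted effect of over 50% in size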
Target sequence (P10828 whole entry, looked up): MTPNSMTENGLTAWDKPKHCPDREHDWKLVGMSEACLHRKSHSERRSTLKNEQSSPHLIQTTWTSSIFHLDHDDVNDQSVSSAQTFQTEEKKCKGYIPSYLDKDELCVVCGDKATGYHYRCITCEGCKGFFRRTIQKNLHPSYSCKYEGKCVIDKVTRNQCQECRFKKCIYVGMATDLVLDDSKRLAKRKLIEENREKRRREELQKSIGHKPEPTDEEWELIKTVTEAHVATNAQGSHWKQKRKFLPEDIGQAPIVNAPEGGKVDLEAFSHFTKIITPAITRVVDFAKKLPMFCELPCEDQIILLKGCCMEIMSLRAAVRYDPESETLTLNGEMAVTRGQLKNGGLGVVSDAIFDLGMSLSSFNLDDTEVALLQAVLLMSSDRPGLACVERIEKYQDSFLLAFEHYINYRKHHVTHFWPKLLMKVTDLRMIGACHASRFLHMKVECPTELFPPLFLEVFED
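TRb LBD 0.6 uM + Texas Red SRC2 peptide 20 nM, 1 uM T3, Tris buffer w/ 5% DMSO; compound pinned, 5 h RT; FP read ex 555/em 632; normalized to unbound and bound controls.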
Starred values were filed as active, the others as inactive; [ ] = another dose, or the depositor's remark. Unless noted, calls come from the whole dose curve; as a rule, active = well fitted curve in the direction sought with a large enough effect; inconclusive = small, poorly fitted or top-dose-only effect, or another doubt; inactive = no such curve, though single readings can be large; an effect the other way counts as inactive or inconclusive. Unless noted, % is set by controls: 0 for no effect and ±100 for the full control effect; potency is the fitted concentration of half-maximal effect. Not all compounds are listed; count on the stated rates, not on these rows.

Screening COCCCNC(=O)Cn1c(=O)n(Cc2ccc(C(=O)NCc3ccc(C)cc3)cc2)c(=O)c2ccccc21 returned TR SRC2 fluor cs 0%, GAA glycogen 11%[76.3 µM] and TRb-SRC2 inh -5%.
`O=C(Cn1c(=O)n(-c2ccccc2)c(=O)c2sc3ccccc3c21)N1CCCC1` gave TR SRC2 fluor cs 0%, GAA glycogen 8%[76.3 µM] and TRb-SRC2 inh -6%.
`COc1ccc(NC(=O)CN2C(=O)CC(c3ccco3)Sc3ccccc32)cc1OC` (centres undefined) gave TR SRC2 fluor cs 2%, GAA glycogen -6%[76.3 µM] and TRb-SRC2 inh -5%.
For Cc1ccccc1C(=O)N1CC(=O)Nc2ccc(Cl)cc2C1c1ccccc1 (centres undefined) the results were TR SRC2 fluor cs -1%, GAA glycogen 0%[76.3 µM] and TRb-SRC2 inh -8%.
`CCN(CC)c1ccc(C2C(C(N)=O)=C(C)Nc3nc(SCc4ccccc4)nn32)cc1` (centres undefined) gave TR SRC2 fluor cs -2%, GAA glycogen 11%[76.3 µM] and TRb-SRC2 inh -3%.
`CCOc1ccc(CNS(=O)(=O)c2ccc3c(c2)CC(C)N3C(C)=O)cc1OC` (centres undefined) gave TR SRC2 fluor cs 4%, GAA glycogen inconclusive and TRb-SRC2 inh 6%.
For N#Cc1ccc(-c2cccs2)nc1SCc1ccc(Cl)cc1Cl the results were TR SRC2 fluor cs 4%, GAA glycogen 11%[76.3 µM] and TRb-SRC2 inh -1%.
CNC(=O)CSc1cn(CC(=O)N2CCCCCC2)c2ccccc12 was read as TR SRC2 fluor cs -4%, GAA glycogen 50µM* and TRb-SRC2 inh -1%.
For CCOc1ccc(CC(=O)Nc2c(C(=O)c3ccc(F)cc3)oc3ccc(Cl)cc23)cc1OCC the results were TR SRC2 fluor cs 1%, GAA glycogen -12%[76.3 µM] and TRb-SRC2 inh 2%.
Screening Cc1ccccc1Cn1c2ccccc2c2cnn(CC(=O)NCc3cccc(Cl)c3)c(=O)c21 returned TR SRC2 fluor cs -2%, GAA glycogen 13%[76.3 µM] and TRb-SRC2 inh 8%.
Screening COc1ccc(-c2cc(C(F)(F)F)n3nc(C(=O)Nc4sc5c(c4C(=O)OC(C)C)CCC(C)C5)cc3n2)cc1 (centres undefined) returned TR SRC2 fluor cs 4%, GAA glycogen -4%[76.3 µM] and TRb-SRC2 inh 0%.
Screening COc1ccc(Cl)cc1NC(=O)Cn1c(=O)n(Cc2cccs2)c(=O)c2cccnc21 returned TR SRC2 fluor cs -15%, GAA glycogen 6%[76.3 µM] and TRb-SRC2 inh 2%.

Copied from above, 9 compounds:
For Cc1ccccc1C(=O)N1CC(=O)Nc2ccc(Cl)cc2C1c1ccccc1 (centres undefined) the results were TR SRC2 fluor cs -1%, GAA glycogen 0%[76.3 µM] and TRb-SRC2 inh -8%.
`CCN(CC)c1ccc(C2C(C(N)=O)=C(C)Nc3nc(SCc4ccccc4)nn32)cc1` (centres undefined) gave TR SRC2 fluor cs -2%, GAA glycogen 11%[76.3 µM] and TRb-SRC2 inh -3%.
`CCOc1ccc(CNS(=O)(=O)c2ccc3c(c2)CC(C)N3C(C)=O)cc1OC` (centres undefined) gave TR SRC2 fluor cs 4%, GAA glycogen inconclusive and TRb-SRC2 inh 6%.
For N#Cc1ccc(-c2cccs2)nc1SCc1ccc(Cl)cc1Cl the results were TR SRC2 fluor cs 4%, GAA glycogen 11%[76.3 µM] and TRb-SRC2 inh -1%.
CNC(=O)CSc1cn(CC(=O)N2CCCCCC2)c2ccccc12 was read as TR SRC2 fluor cs -4%, GAA glycogen 50µM* and TRb-SRC2 inh -1%.
For CCOc1ccc(CC(=O)Nc2c(C(=O)c3ccc(F)cc3)oc3ccc(Cl)cc23)cc1OCC the results were TR SRC2 fluor cs 1%, GAA glycogen -12%[76.3 µM] and TRb-SRC2 inh 2%.
Screening Cc1ccccc1Cn1c2ccccc2c2cnn(CC(=O)NCc3cccc(Cl)c3)c(=O)c21 returned TR SRC2 fluor cs -2%, GAA glycogen 13%[76.3 µM] and TRb-SRC2 inh 8%.
Screening COc1ccc(-c2cc(C(F)(F)F)n3nc(C(=O)Nc4sc5c(c4C(=O)OC(C)C)CCC(C)C5)cc3n2)cc1 (centres undefined) returned TR SRC2 fluor cs 4%, GAA glycogen -4%[76.3 µM] and TRb-SRC2 inh 0%.
Screening COc1ccc(Cl)cc1NC(=O)Cn1c(=O)n(Cc2cccs2)c(=O)c2cccnc21 returned TR SRC2 fluor cs -15%, GAA glycogen 6%[76.3 µM] and TRb-SRC2 inh 2%.

Going on with the list.
CCOC(=O)c1sc(NC(=O)C2c3ccccc3Oc3ccccc32)c(C(=O)OCC)c1C was read as TR SRC2 fluor cs -88%[1.83 µM], GAA glycogen -10%[76.3 µM] and TRb-SRC2 inh -26%[1.83 µM].
Screening Cc1cc(C)cc(NC(=O)[C@H]2O[C@@H]3OC(C)(C)O[C@@H]3[C@H]3OC(C)(C)O[C@H]32)c1 returned TR SRC2 fluor cs -1%, GAA glycogen -7%[76.3 µM] and TRb-SRC2 inh 2%.
For CCN(CC)C(=O)Cn1c(=O)n(CCCCCC(=O)NCc2ccccc2Cl)c(=O)c2sccc21 the results were TR SRC2 fluor cs -68%, GAA glycogen -5%[76.3 µM] and TRb-SRC2 inh -8%.
For O=S(=O)(c1ccccc1)c1nnn2c1nc(N1CCN(c3ccccc3)CC1)c1cc(Cl)ccc12 the results were TR SRC2 fluor cs inconclusive, GAA glycogen -11%[76.3 µM] and TRb-SRC2 inh -5%.
For CCN(C(=O)C(Cc1ccccc1)NS(=O)(=O)c1cccc2nsnc12)c1ccccc1 (centres undefined) the results were TR SRC2 fluor cs -2%, GAA glycogen 20%[76.3 µM] and TRb-SRC2 inh 4%.
For Cc1sc2c(c1C)c(=O)n(CCc1ccccc1)c(=O)n2Cc1ccc(C(C)(C)C)cc1 the results were TR SRC2 fluor cs 4%, GAA glycogen 15%[76.3 µM] and TRb-SRC2 inh 8%.
For CCc1ccc(CN(Cc2ccco2)C(=O)c2cc(-c3ccc(Cl)cc3)on2)cc1 the results were TR SRC2 fluor cs 1%, GAA glycogen 7%[76.3 µM] and TRb-SRC2 inh -1%.
For CCOc1ccc(NC(=O)CC2C(=O)N(c3ccc(F)cc3)C(=O)N2CCc2sccc2C)cc1 (centres undefined) the results were TR SRC2 fluor cs -1%, GAA glycogen -3%[76.3 µM] and TRb-SRC2 inh 6%.
Screening COc1ccc(CCNC(=O)CCn2c(=O)c3ccccc3n(CC(=O)Nc3ccc(C)cc3C)c2=O)cc1OC returned TR SRC2 fluor cs 6%, GAA glycogen -5%[76.3 µM] and TRb-SRC2 inh 5%.
`Cc1cccc(N2CCN(C(=O)CCCn3c(=O)[nH]c4ccsc4c3=O)CC2)c1C` gave TR SRC2 fluor cs -2%, GAA glycogen -2%[76.3 µM] and TRb-SRC2 inh 2%.
For Cc1ccc(-c2nc(CS(=O)(=O)CC(=O)NCCc3ccccc3)c(C)o2)cc1 the results were TR SRC2 fluor cs -6%, GAA glycogen 0%[76.3 µM] and TRb-SRC2 inh -4%.
`CN(C(=O)C(=O)Nc1ccc2nc3n(c(=O)c2c1)CCCCC3)c1cccc(C(F)(F)F)c1` gave TR SRC2 fluor cs -2%, GAA glycogen 10%[76.3 µM] and TRb-SRC2 inh 5%.
`OCCCn1c(-c2ccc(F)cc2)csc1=Nc1ccc(F)cc1` gave TR SRC2 fluor cs inconclusive, GAA glycogen -16%[76.3 µM] and TRb-SRC2 inh 1%.
For COc1ccc(C2=C(N3CCN(c4cc(Cl)ccc4C)CC3)c3ccccc3C2=O)cc1 the results were TR SRC2 fluor cs -1%, GAA glycogen 2%[76.3 µM] and TRb-SRC2 inh -1%.
For Cc1ccccc1Nc1c(-c2ccc(Cl)cc2)nc2c(C)cccn12 the results were TR SRC2 fluor cs -1%, GAA glycogen -13%[76.3 µM] and TRb-SRC2 inh 0%.
Screening CSc1ccc(CCNC(=O)C2CCCN(S(=O)(=O)N(C)c3ccc(F)cc3)C2)cc1 (centres undefined) returned TR SRC2 fluor cs -1%, GAA glycogen -7%[76.3 µM] and TRb-SRC2 inh -1%.
Screening Cc1ccccc1OCC(=O)N(Cc1ccc(N(C)C)cc1)CC1CCCO1 (centres undefined) returned TR SRC2 fluor cs -3%, GAA glycogen -29%[76.3 µM] and TRb-SRC2 inh -3%.
For COc1ccc(Nc2c(-c3ccccn3)nc3ccc(Cl)cn23)cc1 the results were TR SRC2 fluor cs -1%, GAA glycogen inconclusive and TRb-SRC2 inh -3%.
Cc1cccc(OCc2nc(C#N)c(NCc3ccccc3Cl)o2)c1 was read as TR SRC2 fluor cs 3%, GAA glycogen inconclusive and TRb-SRC2 inh -9%.
`CNc1oc(-c2ccc(COc3ccc(C)cc3)o2)nc1C#N` gave TR SRC2 fluor cs 2%, GAA glycogen -24%[76.3 µM] and TRb-SRC2 inh -3%.
`CC(C)CCn1c(=O)c2cccnc2n(CC(=O)Nc2ccccc2)c1=O` gave TR SRC2 fluor cs 4%, GAA glycogen -13%[76.3 µM] and TRb-SRC2 inh 3%.
`O=C(Cn1ccn(-c2ccc(F)c(F)c2)c(=O)c1=O)c1ccc(F)cc1` gave TR SRC2 fluor cs -23%, GAA glycogen 18%[76.3 µM] and TRb-SRC2 inh -6%.
Screening COc1ccc(Nc2nc3cc(Cl)c(Cl)cc3n3cnnc23)cc1Cl returned TR SRC2 fluor cs -1%, GAA glycogen 9%[76.3 µM] and TRb-SRC2 inh -9%.
Screening COc1ccc(/C=C/c2nc(C#N)c(NCCc3ccc(OC)c(OC)c3)o2)cc1OC returned TR SRC2 fluor cs -4%, GAA glycogen -20%[76.3 µM] and TRb-SRC2 inh 1%.
`Cc1ccc(-c2noc(CNC(=O)c3ccc(Br)o3)n2)cc1` gave TR SRC2 fluor cs 2%, GAA glycogen -1%[76.3 µM] and TRb-SRC2 inh 1%.
For Cc1cc(C)cc(C(=O)N(Cc2nc(-c3ccc(Cl)cc3)no2)C(C)C)c1 the results were TR SRC2 fluor cs -6%, GAA glycogen 15%[76.3 µM] and TRb-SRC2 inh 6%.
`CC(=O)c1ccc(NC(=O)CN(C)S(=O)(=O)c2cccc3nsnc23)cc1` gave TR SRC2 fluor cs -1%, GAA glycogen 2%[76.3 µM] and TRb-SRC2 inh -6%.
For CCc1cc2c(cc3c(=O)n(CC(=O)NCCc4ccc(OC)c(OC)c4)ncn32)s1 the results were TR SRC2 fluor cs inconclusive, GAA glycogen -7%[76.3 µM] and TRb-SRC2 inh 2%.
`Cc1cccc(Nc2nc(Nc3cccc(C)c3)nc(N3CCOCC3)n2)c1` gave TR SRC2 fluor cs -2%, GAA glycogen -8%[76.3 µM] and TRb-SRC2 inh 6%.
`CCc1ccc(-n2nnc(-c3nsc(NC(=O)c4ccccc4Cl)n3)c2C)cc1` gave TR SRC2 fluor cs 5%, GAA glycogen -1%[76.3 µM] and TRb-SRC2 inh 1%.
Cc1ccc(-n2c(=O)c3c(cnn3C)n(CC(=O)Nc3cc(C)ccc3C)c2=O)cc1 was read as TR SRC2 fluor cs -1%, GAA glycogen 17%[76.3 µM] and TRb-SRC2 inh -2%.
CC(NC(=O)Nc1cc(Cl)ccc1Cl)c1c(-n2cccc2)sc2c1CCCC2 (centres undefined) was read as TR SRC2 fluor cs -1%, GAA glycogen 9%[76.3 µM] and TRb-SRC2 inh 1%.
`O=C(NCC(c1cccnc1)N1CCc2ccccc2C1)C(=O)Nc1ccc(Cl)cc1` (centres undefined) gave TR SRC2 fluor cs -20%, GAA glycogen 6%[76.3 µM] and TRb-SRC2 inh -3%.
For Cc1ccc2c(c1)C(c1ccc(F)cc1)N(C(=O)COc1ccc(Cl)cc1Cl)CC(=O)N2 (centres undefined) the results were TR SRC2 fluor cs 0%, GAA glycogen 4%[76.3 µM] and TRb-SRC2 inh 7%.
CCc1ccc(S(=O)(=O)c2nnn3c2nc(N2CCC(C(N)=O)CC2)c2cc(Cl)ccc23)cc1 was read as TR SRC2 fluor cs 3%, GAA glycogen -10%[76.3 µM] and TRb-SRC2 inh -1%.
For CCOc1ccc(C(=O)c2oc3ccccc3c2NC(=O)c2cc(-c3ccc(Cl)cc3)on2)cc1 the results were TR SRC2 fluor cs -4%, GAA glycogen 5%[76.3 µM] and TRb-SRC2 inh 6%.

Source: PubChem (National Center for Advancing Translational Sciences (NCATS))
